Rat MKP-3 inhibitors = inhibition of rat DUSP6 enzyme activity – biochemical, in vitro, primary screen (AID 425); recombinant MKP-3 phosphatase activity, fluorescence; higher % means a stronger effect; inhibition, % at 20 µM, or IC50 in µM where a hit was titrated; 0.17% of 110,000 active; in the data active means inhibition above about 50%;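 further: plate controls were vehicle for no effect and reference inhibitor for full effect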
Hsp70 inhibitors = Hsp70 inhibitors, probe displacement, primary screen, biochemical, fluorescence polarization (AID 583). Hsp70 fluorescence polarization probe displacement, mP; higher % means a stronger effect. one-dose displacement, % at 20 µM; IC50 in µM for titrated hits. 0.06% of 140,000 active; in the data active means displacement above about 50%;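 further: plate controls were vehicle for no effect and reference ligand for full effect; a part of the inactive calls stands beside numbers as strong as those of hits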
* = called active by the depositor; & = joins results of further samples.

COCCCNC(=O)CCS(=O)(=O)Cc1ccc(C)cc1 was read as Rat MKP-3 inhibitors -3% and Hsp70 inhibitors 3.5%.
Screening O=C(c1ccncc1)N1N=C(C(F)(F)F)CC1(O)c1ccc(Cl)cc1 (stereo not given) returned Rat MKP-3 inhibitors -2% and Hsp70 inhibitors 13%.
Screening O=C(c1ccccc1F)N1CCN(c2cccc(C(F)(F)F)c2)CC1 returned Rat MKP-3 inhibitors -3% and Hsp70 inhibitors -5.1%.
CCC1Oc2ccc(C)cc2N(CC(=O)NCc2cc(OC)ccc2OC)C1=O (stereo not given) was read as Rat MKP-3 inhibitors -5% and Hsp70 inhibitors 1.9%.
`CCc1ccc2[nH]c(=O)c(CN(Cc3ccc4c(c3)OCO4)C(=O)c3ccco3)cc2c1` gave Rat MKP-3 inhibitors 6% and Hsp70 inhibitors 6.0%.
Screening Clc1cccc(OCCCCCN2CCOCC2)c1 returned Rat MKP-3 inhibitors -3% and Hsp70 inhibitors 1.5%.
Screening CC(C)CNC(=O)c1cccc(NC(=O)/C=C/c2ccccc2)c1 returned Rat MKP-3 inhibitors 2% and Hsp70 inhibitors 1.6%.
`COc1ccc(-n2c(Cc3cccn3C)nnc2SCC(=O)N2CCCC2)cc1` gave Rat MKP-3 inhibitors -10% and Hsp70 inhibitors 6.5%.
Screening CCCn1c(SCC(=O)NC23CC4CC(CC(C4)C2)C3)n[nH]c1=O returned Hsp70 inhibitors -2.7%.
`Cc1ccc2c(c1)nc(NCCCO)n2C` gave Hsp70 inhibitors -2.4%.
`Cc1ccc(-c2nc3ccccc3c(=O)[nH]2)cc1` gave Rat MKP-3 inhibitors 0% and Hsp70 inhibitors 2.9%.
`CCCc1cc(C(=O)OC)c(NC(=O)CCC(=O)O)s1` gave Rat MKP-3 inhibitors 3% and Hsp70 inhibitors -2.2%.
COc1cc(NC(=O)c2ccc(-c3ccc(Cl)cc3)o2)ccc1NC(=O)c1ccco1 was read as Rat MKP-3 inhibitors 6% and Hsp70 inhibitors -4.9%.
`CC1=CC(C)C2COC(c3ccc[n+](C)c3)C1C2C` (stereo not given) gave Rat MKP-3 inhibitors 4% and Hsp70 inhibitors 0.8%.
Screening COc1ccc(C2Nc3ccccc3C(=O)N2Cc2ccco2)cc1Cn1nnc2ccccc21 (stereo not given) returned Rat MKP-3 inhibitors 1% and Hsp70 inhibitors 0.2%.
O=C(N/N=C/c1ccc[nH]1)c1sc2ccccc2c1Cl was read as Rat MKP-3 inhibitors 0% and Hsp70 inhibitors -1.0%.
O=C(Nc1cccc(F)c1)c1cccc(S(=O)(=O)N2CCOCC2)c1 was read as Rat MKP-3 inhibitors -16% and Hsp70 inhibitors 0.4%.
O=C(/C=C/c1ccc(Cl)cc1)Nc1ccccc1C(F)(F)F was read as Rat MKP-3 inhibitors -2% and Hsp70 inhibitors -0.6%.
Cc1c(N(C(=O)c2ccccc2)C(=O)c2ccccc2)c(=O)n(-c2ccccc2)n1C was read as Rat MKP-3 inhibitors 0% and Hsp70 inhibitors 0.3%.
COc1ccc(Cl)cc1C(=O)Nc1cccc(S(N)(=O)=O)c1 was read as Rat MKP-3 inhibitors 4% and Hsp70 inhibitors -2.4%.

Overlap with the part before: six entries; new compounds follow.
Screening COc1ccc(C2Nc3ccccc3C(=O)N2Cc2ccco2)cc1Cn1nnc2ccccc21 (stereo not given) returned Rat MKP-3 inhibitors 1% and Hsp70 inhibitors 0.2%.
O=C(N/N=C/c1ccc[nH]1)c1sc2ccccc2c1Cl was read as Rat MKP-3 inhibitors 0% and Hsp70 inhibitors -1.0%.
O=C(Nc1cccc(F)c1)c1cccc(S(=O)(=O)N2CCOCC2)c1 was read as Rat MKP-3 inhibitors -16% and Hsp70 inhibitors 0.4%.
O=C(/C=C/c1ccc(Cl)cc1)Nc1ccccc1C(F)(F)F was read as Rat MKP-3 inhibitors -2% and Hsp70 inhibitors -0.6%.
Cc1c(N(C(=O)c2ccccc2)C(=O)c2ccccc2)c(=O)n(-c2ccccc2)n1C was read as Rat MKP-3 inhibitors 0% and Hsp70 inhibitors 0.3%.
COc1ccc(Cl)cc1C(=O)Nc1cccc(S(N)(=O)=O)c1 was read as Rat MKP-3 inhibitors 4% and Hsp70 inhibitors -2.4%.
Screening C=CCN1C(=O)C(C)(C)N(C(C)=O)c2ccccc21 returned Rat MKP-3 inhibitors 4% and Hsp70 inhibitors -3.6%.
Screening CCOC(=O)c1c(N)sc(C(=O)Nc2cccc(C(F)(F)F)c2)c1C returned Rat MKP-3 inhibitors 5% and Hsp70 inhibitors 0.2%.
Screening COc1cc([N+](=O)[O-])cc(/C=C2/C(=O)NC(=O)N(c3ccccc3)C2=O)c1O returned Rat MKP-3 inhibitors 1% and Hsp70 inhibitors -3.4%.
Screening COc1cccc(OCC(=O)NCc2ccncc2)c1 returned Rat MKP-3 inhibitors 3% and Hsp70 inhibitors -3.7%.
`CCOc1ccccc1C1C(C#N)=C(N)Oc2cc(C)n(Cc3ccccn3)c(=O)c21` (stereo not given) gave Rat MKP-3 inhibitors -10% and Hsp70 inhibitors 4.7%.
For COC(=O)c1ccc(N2C(=O)CC(Sc3n[nH]c(C)n3)C2=O)cc1 (stereo not given) the results were Rat MKP-3 inhibitors -2%&2% and Hsp70 inhibitors 4.6%&-3.6%.
`CCc1c(C)nc2ncnn2c1N1CCCC(C(=O)NCc2ccco2)C1` (stereo not given) gave Rat MKP-3 inhibitors -3% and Hsp70 inhibitors 2.9%.
For CC(=O)N1CC(=O)N(OCc2ccccc2)C1c1ccc(Cl)cc1Cl (stereo not given) the results were Hsp70 inhibitors 5.6%.
Screening CCCCCn1c(=O)[nH]c2cc(C(=O)O)ccc2c1=O returned Rat MKP-3 inhibitors 7% and Hsp70 inhibitors -2.7%.
Screening O=C(Nc1ccc(O)c(-c2nc3ccccc3o2)c1)c1ccc2c(c1)OCCO2 returned Rat MKP-3 inhibitors 4% and Hsp70 inhibitors 0.4%.
O=C(N=Nc1c(O)[nH]c2c(Br)cc(Br)cc12)C(O)c1ccccc1 (stereo not given) was read as Rat MKP-3 inhibitors -1% and Hsp70 inhibitors 3.8%.
For CCCOc1ccccc1Cn1c(=O)oc2ccc(C)cc21 the results were Rat MKP-3 inhibitors 1% and Hsp70 inhibitors -1.4%.
`CCCc1ccc(OCc2nnc(NC(=O)Nc3cccc(Cl)c3)s2)cc1` gave Rat MKP-3 inhibitors -3% and Hsp70 inhibitors 2.5%.
O=C(COc1ccccc1)Nc1ccc([N+](=O)[O-])cc1 was read as Rat MKP-3 inhibitors -2% and Hsp70 inhibitors -4.6%.
Screening Cn1c(NC(=O)c2cc(-c3ccc4c(c3)OCO4)nc3ccccc23)cc(=O)n(C)c1=O returned Rat MKP-3 inhibitors 10% and Hsp70 inhibitors 2.9%.
O=C(CSc1nc(O)c(C2CCCCC2)c(=O)[nH]1)Nc1ccc(Cl)cc1 was read as Rat MKP-3 inhibitors 0% and Hsp70 inhibitors -0.2%.
COc1ccc2nc(SCC(=O)c3ccco3)[nH]c2c1 was read as Hsp70 inhibitors 4.8%.
Screening Cc1ccc(C(=O)Nc2ccc3c(c2)CCC3)o1 returned Rat MKP-3 inhibitors -2% and Hsp70 inhibitors 1.7%.
N#Cc1ccccc1NCc1ccccc1 was read as Rat MKP-3 inhibitors -3% and Hsp70 inhibitors 2.5%.
`CC(C)CN1C(=O)c2ccc(C(=O)Nc3ccccc3C(=O)O)cc2C1=O` gave Rat MKP-3 inhibitors 2% and Hsp70 inhibitors -3.6%.
COc1ccc(OC)c(NC(=O)CN2CCC(C(=O)c3ccc(C)cc3)CC2)c1 was read as Rat MKP-3 inhibitors -11% and Hsp70 inhibitors 1.4%.
Screening Cc1ccc(NC(=O)Cn2c(=O)n(CCCCC(=O)NCc3ccco3)c(=O)c3ccccc32)cc1 returned Rat MKP-3 inhibitors 1%.
For CC(=O)n1cc(/C=C2\C(=O)NC(=S)N(c3cccc4ccccc34)C2=O)c2ccccc21 the results were Rat MKP-3 inhibitors 5% and Hsp70 inhibitors -0.6%.
`CCC(C)NC(=O)CSc1nnc(-c2ccoc2C)n1CC1CCCO1` (stereo not given) gave Hsp70 inhibitors 3.2%.
O=C(COc1ccc(Cl)cc1)Nc1ccc(N2CCCCC2)c(Cl)c1 was read as Rat MKP-3 inhibitors 5% and Hsp70 inhibitors -6.8%.
Screening COc1ccc(-n2c(Cc3cccn3C)nnc2SCC(=O)NC2CCCC2)cc1 returned Rat MKP-3 inhibitors -8% and Hsp70 inhibitors 2.7%.
Screening COc1cccc(CN2CCN(C(=O)c3ccc(-c4ccccc4)cc3)CC2)c1OC returned Rat MKP-3 inhibitors 1% and Hsp70 inhibitors -4.7%.
For Cc1cc(C)c(S(=O)(=O)Nc2cccc3ccc(C)nc23)c(C)c1 the results were Rat MKP-3 inhibitors 0% and Hsp70 inhibitors 5.5%.
`CCOC(=O)c1ccc(NC(=O)C(CC)CC)cc1` gave Rat MKP-3 inhibitors -12% and Hsp70 inhibitors 0.2%.
Screening O=C(Nc1c(C(=O)NCc2ccco2)cnn1-c1ccccc1)c1cccc(F)c1 returned Rat MKP-3 inhibitors -7%&-5% and Hsp70 inhibitors 0.6%&-1.6%.

Structures listed so far with a nitro group on carbon (2):
Screening COc1cc([N+](=O)[O-])cc(/C=C2/C(=O)NC(=O)N(c3ccccc3)C2=O)c1O returned Rat MKP-3 inhibitors 1% and Hsp70 inhibitors -3.4%.
O=C(COc1ccccc1)Nc1ccc([N+](=O)[O-])cc1 was read as Rat MKP-3 inhibitors -2% and Hsp70 inhibitors -4.6%.

Next section.
CC(C)N(CCO)C(=O)C(c1ccccc1)c1ccccc1 was read as Rat MKP-3 inhibitors -6% and Hsp70 inhibitors -2.1%.
For CC(C)CNC(=O)NC(=O)COc1ncnc2sccc12 the results were Hsp70 inhibitors -2.7%.
Screening O=C(/C=C/c1cccs1)Nc1ccc(N2CCOCC2)cc1 returned Rat MKP-3 inhibitors 2% and Hsp70 inhibitors -3.0%.
Cc1ccc(NC(=O)CN2C(=O)COc3ccc(C)cc32)nc1 was read as Rat MKP-3 inhibitors -3% and Hsp70 inhibitors -3.6%.
For O=C(N/N=C/c1c[nH]c2ccc(Br)cc12)c1ccccc1O the results were Rat MKP-3 inhibitors 1% and Hsp70 inhibitors 6.4%.
Screening O=C(CCCSc1nc2ccccc2s1)NC1=NCCS1 returned Rat MKP-3 inhibitors 1% and Hsp70 inhibitors 3.6%.
Screening CCC(Sc1nnc2c3ccccc3n(C)c2n1)C(=O)Nc1ncccc1Cl (stereo not given) returned Rat MKP-3 inhibitors -1% and Hsp70 inhibitors 0.1%.
For Cc1[nH]nc2c1C1(C(=O)Nc3ccc([N+](=O)[O-])cc31)C(C#N)=C(N)O2 (stereo not given) the results were Hsp70 inhibitors 1.0%.
For Cc1ccc(C(=O)N2CCN(c3ccccc3)CC2)cc1C the results were Rat MKP-3 inhibitors -6%&4% and Hsp70 inhibitors 0.6%&-2.8%.
`O=C(CCN1C(=O)c2ccccc2C1=O)Nc1cccc(Cl)c1` gave Rat MKP-3 inhibitors 2% and Hsp70 inhibitors -5.8%.
Cc1cc(C)c(C#N)c(=N)o1 was read as Rat MKP-3 inhibitors -4% and Hsp70 inhibitors 11%.
Cc1ccc2c(c1)C1C=CCC1C(c1ccccc1[N+](=O)[O-])N2 (stereo not given) was read as Rat MKP-3 inhibitors 7% and Hsp70 inhibitors 2.0%.
`Cc1cccc(CN2CCCC(C(=O)N3CCc4ccccc4C3)C2)c1` (stereo not given) gave Hsp70 inhibitors 9.7%.
`CCOC(=O)N1CCC(N2CCN(S(=O)(=O)c3ccc(C)cc3)CC2)CC1` gave Hsp70 inhibitors -2.8%.
For Cn1c(NC(=O)CC2CCCCC2)cc(=O)n(C)c1=O the results were Rat MKP-3 inhibitors -2% and Hsp70 inhibitors 0.7%.
`Brc1ccccc1CN1CCC(N2CCCCC2)CC1` gave Rat MKP-3 inhibitors -1% and Hsp70 inhibitors 2.5%.
For Cc1ccc(-c2cc(C(=O)NCCCn3ccnc3)c3cc(Br)ccc3n2)o1 the results were Rat MKP-3 inhibitors -1% and Hsp70 inhibitors 11%.
Screening CCOc1ccc(-n2c(-c3ccccc3)n[nH]c2=S)cc1 returned Rat MKP-3 inhibitors 3% and Hsp70 inhibitors -2.7%.
Cc1cnc(NC(=O)CSc2nnc(-c3cccs3)n2C)s1 was read as Rat MKP-3 inhibitors -1% and Hsp70 inhibitors 2.5%.
For N#Cc1ccc2c(c1)nc1c3cccc4cccc(c(=O)n21)c43 the results were Rat MKP-3 inhibitors 67%* and Hsp70 inhibitors 14%.
For CCOC(=O)N1CCN(C(=O)Cc2cccs2)CC1 the results were Rat MKP-3 inhibitors -5% and Hsp70 inhibitors -5.9%.
Screening O=c1[nH]c(SCc2cccc(Cl)c2)nc2c1CCCC2 returned Rat MKP-3 inhibitors 4% and Hsp70 inhibitors 8.8%.
O=C(O)C(Cc1ccc(O)cc1)c1ccccc1 (stereo not given) was read as Rat MKP-3 inhibitors -1% and Hsp70 inhibitors -1.3%.
For O=C(CCCOc1ccc(Cl)cc1Cl)Nc1ccc2c(c1)COC2=O the results were Rat MKP-3 inhibitors 0% and Hsp70 inhibitors -2.9%.
For CC(=O)C1=C(C)OC(N)=C(C#N)C1c1ccco1 (stereo not given) the results were Rat MKP-3 inhibitors -7% and Hsp70 inhibitors 5.0%.
CC(=O)Nc1ccccc1-c1nnc(SCc2ccccc2Cl)[nH]c1=O was read as Hsp70 inhibitors 1.1%.
Screening O=c1c2c(nc3n1CCCCC3)-c1ccccc1CC21CCCC1 returned Rat MKP-3 inhibitors -4% and Hsp70 inhibitors 7.6%.
`CCOC(=O)c1cnc(-n2nc(C)cc2C)nc1Nc1cccc(C(C)=O)c1` gave Rat MKP-3 inhibitors -8% and Hsp70 inhibitors 8.4%.
`COc1cccc(NC(=O)Nc2nnc(N3CCCCC3C)s2)c1` (stereo not given) gave Rat MKP-3 inhibitors 8% and Hsp70 inhibitors -2.7%.

Screens deposited in PubChem BioAssay by Sanford-Burnham Center for Chemical Genomics.

Not all compounds are listed, so the mix of outcomes need not match the whole.
